Bioassay records deposited in PubChem by Vanderbilt High Throughput Screening Facility.
rmGlu8 calcium flux: rat mGlu8 modulation via Gqi9 calcium signal, confirmation, counter-screen for GIRK activator project, cell-based, HEK293 rmGlu8, Gqi9 chimera | HEK293 rmGlu8/Gqi9 calcium flux, Fluo-4 fluorescence; glutamate at EC20 added after compound | calls only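 (single compound addition from 20 µM solution with 0.2% DMSO)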 | 2,100 tested, 4% active;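 active = calcium fluorescence trace judged by eye to show a response, as agonist, enhancer of the glutamate response, or inhibitor; inactive = trace judged by eye to show no response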
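Material: rat mGlu8 HEK-293 cells with transient Gqi9. Medium: HEPES-buffered HBSS, pH 7.4. Compound: one dose, 20 µM addition solution, 0.2% DMSO. Schedule: compound 4 min before glutamate, then 2 min recording. Technique: Fluo-4 calcium fluorescence sampled at 1 Hz.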
Calls only; i = inactive. These rows are one share of the data (hit frequency here may not be typical).

SMILES | rmGlu8 calcium flux
CCOC(=O)C(O)(c1ccc(N(CC)S(=O)(=O)c2ccc(C)cc2)cc1)C(F)(F)F (centres undefined) | i
c1ccc2c(CNC3CCCCC3)c[nH]c2c1 | i
Cn1cccc1CNCCc1ccccc1 | i

2 records drawn at random from those above, as already listed:
SMILES | rmGlu8 calcium flux
Cn1cccc1CNCCc1ccccc1 | i
CCOC(=O)C(O)(c1ccc(N(CC)S(=O)(=O)c2ccc(C)cc2)cc1)C(F)(F)F (centres undefined) | i

Compounds from the list above that have nitrogen in an aromatic ring, in the order listed:
SMILES | rmGlu8 calcium flux
c1ccc2c(CNC3CCCCC3)c[nH]c2c1 | i
Cn1cccc1CNCCc1ccccc1 | i
